Growth percent in the NCI-60 one-dose screen (48 h, 10 µM unless noted): 100 = growth as untreated, 0 = no growth, -100 = all killed.
CAKI-1: CAKI-1 renal cancer; 75,000 compounds, 4.7% hits; AID 1794772
SF-268: SF-268 CNS cancer cells. 82,000 compounds, 3.1% hits. AID 1794759
SF-295: SF-295 CNS cancer cells; 79,000 compounds, 5.6% hits
UO-31: UO-31 renal cancer. 81,000 compounds, 5.2% hits. AID 1794768
U251: U251 CNS tumor cells. 80,000 compounds, 5.4% hits. AID 1794753
786-0: 786-0 renal cancer cells; 81,000 compounds, 5.1% hits
TK-10: TK-10 renal cancer cells; 81,000 compounds, 3.9% hits
SN12C: SN12C renal cancer cells | 81,000 compounds, 3.8% hits | AID 1794767
The depositor's hits bear a star; nt = no result given; & = joins results of further samples. The calls were made as follows: active = growth percent below 10; inactive = the rest. Not a hit list; overall some 9.2% were active at least once.

Start of the listing, in advance:
Letters – A = CAKI-1; B = SF-268; C = SF-295; D = UO-31; E = U251; F = 786-0; G = TK-10; H = SN12C
> C[N+](C)(C)c1ccc(/C=C2\c3ccccc3-c3ccc(N=Cc4ccc([N+](=O)[O-])cc4)cc32)cc1
  A = 82	B = 92	C = 111	D = 55	E = 89	F = 107	G = 105	H = 87

> CN1c2ccccc2Sc2cc(/C=N/Nc3ccnc4cc(Cl)ccc34)ccc21
  A = 103	B = 99	C = 99	D = 84	E = 81	F = 89	G = 115	H = 96

> COc1cccc(/C=N\NC(=S)N/N=C/c2cccc(OC)c2OC)c1OC
  A = 99&102	B = 118&111	C = 101&121	D = 80&62	E = 107&103	F = 103&103	G = 113&94	H = 90&95

> CCOC(=O)c1ccc(NC(=O)c2ccc(-n3c(=O)[nH]c4ccccc4c3=O)cc2)cc1
  A = 92	B = 84	C = 101	D = 95	E = 84	F = 92	G = 107	H = 96

All compounds of this part, from the start:
Letters – A = CAKI-1; B = SF-268; C = SF-295; D = UO-31; E = U251; F = 786-0; G = TK-10; H = SN12C
> C[N+](C)(C)c1ccc(/C=C2\c3ccccc3-c3ccc(N=Cc4ccc([N+](=O)[O-])cc4)cc32)cc1
  A = 82	B = 92	C = 111	D = 55	E = 89	F = 107	G = 105	H = 87

> CN1c2ccccc2Sc2cc(/C=N/Nc3ccnc4cc(Cl)ccc34)ccc21
  A = 103	B = 99	C = 99	D = 84	E = 81	F = 89	G = 115	H = 96

> COc1cccc(/C=N\NC(=S)N/N=C/c2cccc(OC)c2OC)c1OC
  A = 99&102	B = 118&111	C = 101&121	D = 80&62	E = 107&103	F = 103&103	G = 113&94	H = 90&95

> CCOC(=O)c1ccc(NC(=O)c2ccc(-n3c(=O)[nH]c4ccccc4c3=O)cc2)cc1
  A = 92	B = 84	C = 101	D = 95	E = 84	F = 92	G = 107	H = 96

> Cc1cc(C)nc(NS(=O)(=O)c2ccc(Nc3nc(C)c4c(=O)[nH]c(Nc5cccc(Cl)c5)nc4n3)cc2)n1
  A = 73	B = 102	C = 114	D = 60	E = 96	F = 93	G = 131	H = 89

> N#C/C(=C/c1cc(I)cc(I)c1O)C(N)=O
  A = 95	B = 98	C = 99	D = 68	E = 98	F = 88	G = 103	H = 98

> O=c1[nH]c(Nc2cccc(Cl)c2)nc2nc(Nc3ccc(NC(=S)Nc4ccccc4)cc3)nc(-c3ccc(O)cc3O)c12
  A = 137	B = 105	C = 140	D = 69	E = 105	F = 102	G = 138	H = 94

> CC(=O)Nc1ccc(S(=O)(=O)O)c2ccccc12
  A = 99	B = 102	C = 114	D = 95	E = 97	F = 101	G = 118	H = 100

> C[C@H]1C[C@@H](n2cnc3c(N)nccc32)[C@H](O)[C@@H]1O
  A = 116	B = 98	C = 97	D = 167	E = 69	F = 96	G = 119	H = 92

> NCCSC(C[N+](=O)[O-])c1ccccc1Cl (stereo not given)
  A = 100	B = 85	C = 101	D = 63	E = 78	F = 101	G = 52	H = 104

> COc1cc(OC)c(OC)cc1/C=C/C(=O)c1ccc(B(O)O)cc1
  A = 85	B = 77	C = 101	D = 70	E = nt	F = 97	G = 99	H = 71

> COC(=O)[C@H](C)NC(=O)[C@H](Cc1ccccc1)NCc1ccco1
  A = 96	B = 103	C = 101	D = 89	E = 90	F = 103	G = 107	H = 94

> CCCCCCCN(CCCCCCC)CC(O)c1ccc(Br)cc1 (stereo not given)
  A = 87	B = 87	C = 91	D = 56	E = 80	F = 69	G = 94	H = 84

> O=COCCCc1ccccc1
  A = 106	B = 103	C = 106	D = 93	E = 94	F = 105	G = 93	H = 105

> COc1cc(-c2nc(SCCC(C)C)nc(Nc3ccc(C)cc3)c2C#N)cc(OC)c1OC
  A = 91	B = 102	C = 103	D = 83	E = 107	F = 108	G = 160	H = 102

> O=c1c2cc(Br)cc(Br)c2nc(-c2ccc(Cl)cc2)n1/N=C/c1cccc(F)c1
  A = 14	B = 70	C = 41	D = 20	E = 43	F = 10.0*	G = 22	H = 54

> O=C1C(O)=C(Cl)C(=O)C(O)=C1Cl
  A = 98	B = 106&101	C = 121&104	D = 81&81	E = 101	F = 109&102	G = 121&110	H = 109&92

> N#Cc1cn(Cc2ccc(Cl)cc2Cl)c(C(=O)c2ccc(Br)cc2)c1N
  A = 92	B = 93	C = 84	D = 82	E = 86	F = 99	G = 101	H = 101

> Cc1[nH]c(C(=O)Nc2ccccc2OCc2cccc(C(=O)NCCN)c2)cc1F
  A = 96	B = 103	C = 96	D = 89	E = 98	F = 103	G = 111	H = 102

> NC(CSC1(c2ccc(F)cc2)c2ccccc2-c2ccccc21)C(=O)O (stereo not given)
  A = 102	B = 98	C = 94	D = 91	E = 93	F = 100	G = 104	H = 98

> C=C1C(=O)O[C@H]2[C@H]1CC/C(COC(=O)NCc1ccc(Cn3c(=O)sn(CCI)c3=O)cc1)=C\CC[C@@]1(C)O[C@@H]21
  A = 7.0*	B = 72	C = 106	D = 68	E = 73	F = 60	G = 0.4*	H = 70

> CC1=NC(C)(C)CC2CCC(O)C12 (stereo not given)
  A = 100	B = 109	C = 96	D = 95	E = 104	F = 96	G = 101	H = 100

> Cc1cc(N)n(-c2nc3ccccc3[nH]2)n1
  A = 75	B = 98	C = 100	D = 63	E = 100	F = 102	G = 133	H = 96

> CC(=O)OCC(=O)[C@@]1(O)CC[C@H]2[C@@H]3C[C@H](C)C4=CC(=O)CC[C@]4(C)[C@H]3[C@@H](O)C[C@@]21C
  A = 92	B = 93	C = 121	D = 72	E = 125	F = 113	G = 109	H = 87

> CC1CC=C(O)C12OCC(C)(C)CO2 (stereo not given)
  A = 94	B = 102	C = 108	D = 92	E = 106	F = 113	G = 110	H = 106

Reformatted with values under each structure: two of the compounds above.
Results follow in this order: CAKI-1	SF-268	SF-295	UO-31	U251	786-0	TK-10	SN12C
O=c1[nH]c(Nc2cccc(Cl)c2)nc2nc(Nc3ccc(NC(=S)Nc4ccccc4)cc3)nc(-c3ccc(O)cc3O)c12
  137	105	140	69	105	102	138	94
CC(=O)Nc1ccc(S(=O)(=O)O)c2ccccc12
  99	102	114	95	97	101	118	100

(more compounds)
Letters – A = CAKI-1; B = SF-268; C = SF-295; D = UO-31; E = U251; F = 786-0; G = TK-10; H = SN12C
> c1ccc2cc(N=Nc3ccc4ccccc4c3)ccc2c1
  A = 98	B = 104	C = 96	D = 84	E = 96	F = 101	G = 119	H = 94

> N#Cc1c(NC(=O)c2ccco2)[n+]([O-])c2ccc(Cl)cc2[n+]1[O-]
  A = nt	B = 101	C = 105	D = 96	E = 96	F = 107	G = 119	H = 104

> Cn1cc(-c2csc(-c3cn(C)c4ncccc34)n2)c2ccccc21
  A = 35	B = 51	C = 9.8*	D = 51	E = 25	F = 60	G = 50	H = 56

> NS(=O)(=O)c1ccc(NC(=O)CCC(=O)O)cc1
  A = 90	B = 103	C = 96	D = 85	E = 106	F = 88	G = 99	H = 96

> CC(=O)N1N=C(c2cc3ccccc3oc2=O)CC1c1cn(-c2ccccc2)nc1-c1ccc(C)cc1 (stereo not given)
  A = 92	B = 99	C = 100	D = 83	E = 104	F = 103	G = 105	H = 99

> COc1ccc(/C=C/C(=O)c2ccc(Nc3nc(Nc4ccc(F)cc4)nc(Nc4ccc(Cl)cc4)n3)cc2)cc1
  A = 86	B = 100	C = 82	D = 76	E = 111	F = 93	G = 137	H = 112

> CC(C)CCC[C@@H](C)[C@H]1CC[C@H]2[C@@H]3CC=C4c5sc(N(C)c6ccccc6)nc5CC[C@]4(C)[C@H]3CC[C@]12C
  A = 92	B = 99	C = 101	D = 77	E = 100	F = 113	G = 103	H = 101

> Cc1c(Cl)cccc1NC(=O)COC(=O)CN1C(=O)NC(C)(C)C1=O
  A = 113	B = 110	C = 105	D = 93	E = 101	F = 98	G = 111	H = 97

> O=[N+]([O-])c1ccc(-c2ncc(-c3ccc(Br)cc3)o2)cc1
  A = nt	B = 107	C = 98	D = 85	E = 96	F = 97	G = 108	H = 103

> O=CC(CO)OC(C=O)n1ccc(=O)[nH]c1=O (stereo not given)
  A = 98	B = 104	C = 112	D = 95	E = 90	F = 106	G = 117	H = 107

> O=[N+]([O-])c1ccc(-c2nc(N3CCOCC3)c3c4c(sc3n2)CCCC4)cc1
  A = 77	B = 95	C = 87	D = 67	E = 102	F = 93	G = 105	H = 106

> Cc1ccc(Cc2sc3nc(=O)c4cn(C)nc4n3c2C)cc1
  A = 99	B = 93	C = 124	D = 78	E = 107	F = 101	G = 99	H = 104

> COc1ccc(N=C2NN=C(c3ccccc3)CS2)cc1
  A = 93	B = 110	C = 94	D = 31	E = 97	F = 92	G = 115	H = 96

> Cc1ccc(S(=O)(=O)/C(=N\O)C(=O)c2ccc(-c3ccccc3)cc2)cc1
  A = 106	B = 103	C = 98	D = 85	E = 101	F = 100	G = 108	H = 101

> Cc1ccc(-c2c3c(N)c4c(nc3nc3c2c(C)nn3-c2ccccc2)CCCC4)cc1
  A = 93	B = 108	C = 100	D = 88	E = nt	F = 92	G = 102	H = 100

> CCCc1nc(N)nc(N)n1
  A = nt	B = 112	C = nt	D = 108	E = nt	F = 105	G = 107	H = 104

> c1ccc(CNc2ncnc3ccc(-c4cnc5[nH]ncc5c4)cc23)cc1
  A = 36	B = 58	C = 74	D = 35	E = 82	F = 62	G = nt	H = 57

> CCCCC(C(=O)O)C1CCCCC1 (stereo not given)
  A = 102	B = 113	C = 115	D = 87	E = 99	F = 103	G = 128	H = 98

> CCOC(=O)c1nn(C2CCCCO2)c2ccc(NC(=O)CSc3nc4ccccc4[nH]3)cc12 (stereo not given)
  A = 79	B = 84	C = 99	D = 72	E = 79	F = 68	G = 111	H = 92

> OC1CCCc2ccccc21 (stereo not given)
  A = 121	B = 116	C = 93	D = 61	E = 108	F = 103	G = 86	H = 99

> O=[N+]([O-])c1ncccc1O
  A = nt	B = 113	C = nt	D = 91	E = 99	F = 104	G = 93	H = 97

> CC1(C)CC(=O)c2c(nn(-c3ccc(Br)cc3)c2-c2cn(-c3ccccc3)nc2-c2ccc([N+](=O)[O-])cc2)C1
  A = 64	B = 89	C = 96	D = 79	E = 87	F = 89	G = 114	H = 89

> C#CCNCCCN1C(=O)c2ccc3c4c(ccc(c24)C1=O)C(=O)N(CCCNCC#C)C3=O
  A = -78*	B = -26*	C = -83*	D = -62*	E = -77*	F = -57*	G = -11*	H = -98*

> CNC(=O)n1cc(Cl)ccc1=O
  A = 95	B = 102	C = 107	D = 91	E = 94	F = 104	G = 101	H = 102

> CC(=Nc1ccccc1)C1=C(O)C(CC(C)C)NC1=O (stereo not given)
  A = 116	B = 104	C = 111	D = 108	E = 94	F = 102	G = 110	H = 110

Further entries:
Letters – A = CAKI-1; B = SF-268; C = SF-295; D = UO-31; E = U251; F = 786-0; G = TK-10; H = SN12C
> O=P(Nc1ccccc1)(Nc1ccccc1)c1ccccc1
  A = 112	B = 104	C = 118	D = 77	E = 106	F = 97	G = 104	H = 99

> Cc1cn([C@H]2C=C[C@@H](CO)O2)c(=O)[nH]c1=O
  A = 100	B = 117	C = 105	D = 100	E = 99	F = 113	G = 113	H = 112

> COC(=O)[C@@H](NC(=O)c1cccc(-c2cc(=O)c3c(OC)c(OC)c(OC)cc3o2)c1)C(C)C
  A = 97	B = 97	C = 90	D = 90	E = 96	F = 98	G = 108	H = 94

> CCN(CC)CCCCNc1ccnc2cc(Br)ccc12
  A = 85	B = 96	C = 105	D = 78	E = 92	F = 99	G = 97	H = 95

> COc1c(/C(C)=N/N=c2sc(C(C)=O)nn2-c2ccccc2)c(Oc2ccccc2)c(OC)c2occc12
  A = 38&85	B = 76&103	C = 100&100	D = 58&74	E = 90&106	F = 82&100	G = 116&111	H = 96&117

> CN1CCN(c2ccc(Nc3nc(NCCCNS(=O)(=O)c4ccc(F)cc4)c4sccc4n3)cc2)CC1
  A = 68	B = 60	C = 32	D = 65	E = 16	F = 4.0*	G = 140	H = 82

> O=C1c2cccc(-c3ccc(C(F)(F)F)cc3)c2C2CC=CCN12 (stereo not given)
  A = 83	B = 88	C = 83	D = 57	E = nt	F = 91	G = 93	H = 89

> Cc1c(C(=O)NO)sc2ncnc(Nc3ccc(NC(=O)Nc4ccccc4)cc3)c12
  A = 92	B = 92	C = 96	D = 75	E = 89	F = 96	G = 109	H = 103

Screening results: PubChem BioAssay, NCI
